# High-throughput results from PubChem BioAssay.
# Pol eta inh = DNA polymerase eta (human) inhibition. recombinant Pol eta, fluorescent DNA replication assay. AID 588591. Potency, µM (doses to about 114 µM), inactives show at the top dose activity change, negative = inhibition, most hits filed as inhibitors. hit rate 1.2% among 390,000; further: potency means the concentration at half of the fitted maximal effect; on the % scale 0 is the no-effect control and ±100 the full control effect
#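 Fluorescent replication assay: 50 nM final substrate added after a 15 min room-temperature compound preincubation with 10 nM enzyme. Signal taken at 0 min and again at 10 min.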
# Anesthetic bind = binds horse apoferritin like a general anesthetic; apoferritin/1-aminoanthracene competitive binding, fluorescence; hit rate 0.074% among 350,000; P02791; Potency, µM (titrated, usually from 77.5 µM), for inactives: top-dose activity change, negative = displacement, hits mostly inhibitors; further: potency means the concentration at half of the fitted maximal effect; on the % scale 0 is the no-effect control and ±100 the full control effect; nearly all actives have a fitted effect of over 20% in size
#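 Read-out: endpoint 1-AMA fluorescence, excitation 380 nm and emission 535 nm, after compounds sit 10 min at room temperature with 10 uM horse-spleen apoferritin in 50% saturated 1-AMA/PBS. Values come from four-parameter Hill fits.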
# POLK inh = DNA polymerase kappa (human) inhibition | purified Pol kappa, fluorescent DNA synthesis assay, 10 min | Potency, µM (highest dose often 107 µM), for the others: top-dose activity, negative = inhibition, usual class: inhibitors | Q9UBT6 | hit rate 0.53% among 400,000; further: potency means the concentration at half of the fitted maximal effect; on the % scale 0 is the no-effect control and ±100 the full control effect
#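 10 nM Pol kappa preincubated 15 min at room temperature with compounds, then reaction started with substrate at 50 nM final. Fluorescence read kinetically at 0 and 10 min; buffer-only wells served as negative control.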
# Pol beta inh = DNA polymerase beta (human) inhibition; P06746; Pol beta primer extension/strand displacement, fluorescence kinetic; Potency, µM (titrated, usually from 114 µM), inactives show top-dose activity change, negative = inhibition, most hits filed as inhibitors; hit rate 1.3% among 340,000; further: potency means the concentration at half of the fitted maximal effect; on the % scale 0 is the no-effect control and ±100 the full control effect
#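 Kinetic readout of DNA synthesis with strand displacement by Pol beta. Compound and 10 nM enzyme sit 15 min at room temperature; 50 nM substrate starts the reaction, read immediately and at 10 min.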
# ERG Ets-DNA blk = ERG Ets/DNA interaction inhibition | fluorescence polarization, His-ERG Ets domain / labelled DNA | Potency, µM (top dose mostly 76.9 µM), inactives show top-dose FP activity, negative = inhibition, actives largely listed as inhibitors | hit rate 0.028% among 370,000 | P11308; active means well fitted inhibition curve with a large enough effect in the polarisation, with a control signal flat; inconclusive means small, poorly fitted or top-dose-only effect, or effect the other way, or a change in a side signal; inactive means no such curve, though single readings can be large or run the other way; the % refers to the polarisation;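 further: polarization taken with two DNA probes labelled with fluorescein and Texas red; potency means the concentration at half of the fitted maximal effect; % of control where 0% means no effect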
#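 His-tagged ERG Ets domain (1 uM in the protein solution; 300mM KCl, 50mM Tris-HCl, 1mM EDTA, 1mM DTT, pH 7.5) received compound, then a probe mix of 5 nM fluorescein-DNA and 100nM Texas-615-DNA. Fluorescence polarization was read for both dyes.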
# 12-LOX inh = ALOX12 (human) lipoxygenase inhibition. Potency, µM (series often up to 108 µM), for inactives: at the highest dose activity change, negative = inhibition, usual class: inhibitors. hit rate 1.1% among 580,000. P18054. purified 12hLO, xylenol orange hydroperoxide absorbance; further: potency means the concentration at half of the fitted maximal effect; on the % scale 0 is the no-effect control and ±100 the full control effect
# Target sequence (P18054 whole entry, looked up): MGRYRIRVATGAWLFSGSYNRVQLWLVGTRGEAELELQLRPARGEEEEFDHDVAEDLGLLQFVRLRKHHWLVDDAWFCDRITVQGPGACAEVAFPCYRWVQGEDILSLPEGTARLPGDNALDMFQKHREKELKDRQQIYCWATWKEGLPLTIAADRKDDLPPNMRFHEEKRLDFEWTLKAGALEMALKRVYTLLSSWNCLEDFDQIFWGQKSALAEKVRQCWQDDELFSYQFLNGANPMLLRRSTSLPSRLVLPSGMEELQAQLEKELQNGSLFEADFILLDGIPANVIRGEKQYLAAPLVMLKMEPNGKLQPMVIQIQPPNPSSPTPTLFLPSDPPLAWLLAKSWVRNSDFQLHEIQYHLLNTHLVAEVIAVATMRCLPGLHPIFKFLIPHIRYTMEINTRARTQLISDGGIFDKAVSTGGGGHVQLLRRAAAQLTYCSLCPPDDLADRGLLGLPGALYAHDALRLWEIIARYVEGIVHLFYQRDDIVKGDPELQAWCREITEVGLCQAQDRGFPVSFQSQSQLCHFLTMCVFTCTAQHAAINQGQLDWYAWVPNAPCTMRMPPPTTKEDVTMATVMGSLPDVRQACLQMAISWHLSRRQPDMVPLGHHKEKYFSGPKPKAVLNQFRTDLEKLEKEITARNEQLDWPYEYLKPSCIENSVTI
#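 Purified human 12hLO (150 nM final) in 25 mM Hepes, 0.01% Triton X-100, pH 7.0 was preincubated 15 min at room temperature with compound. Then 40 uM arachidonic acid was added, 30 min. Hydroperoxide was read by Fe-XO absorbance ratio 573/405 nm.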
# RGS4 inh = inhibitors of human regulator of G protein signaling 4; P49798; Transcreener GDP fluorescence polarization, RGS4-accelerated GTP hydrolysis; Potency, µM (titrated, usually from 114 µM), for inactives: at the top dose activity change, negative = inhibition, actives largely listed as inhibitors; hit rate 0.039% among 390,000; further: potency means the concentration at half of the fitted maximal effect; on the % scale 0 is the no-effect control and ±100 the full control effect; nearly all actives have a fitted effect of over 75% in size; some results filed as inactive show a strong effect at the top dose
#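 MLSMR compounds (23 nl, pin-transferred) preincubated 10 min at room temperature with a 500nM (2x) first reagent, then RGS4 at 900nM (2x) plus Transcreener GDP mix added; fluorescence polarization (620/688 nm) read before and after 90 min at 30 °C.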
# LDHA inh = inhibitors of human lactate dehydrogenase A; purified LDHA, NADH/diaphorase-resazurin fluorescence; stronger effect = lower value; activity change, % (values are at about 110 or 230 µM); P00338; hit rate 0.15% among 480,000; in the data active means activity change below about -30%; inconclusive means mostly about -25% to -30%;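 further: plate controls were DMSO wells for no effect and wells without enzyme for full effect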
#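 Resorufin fluorescence (ex540/em590), read at 0 and 20 min after diaphorase/resazurin addition, reports the NADH left after a 5 min room-temperature reaction of 2 nM human LDH5 with 0.06 mM NADH and 0.2 mM pyruvate.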
# APE1 inh = blocks human APE1 abasic DNA cleavage. P27695. recombinant APE1, TAMRA/BHQ-2 abasic DNA cleavage fluorescence. Potency, µM (doses to about 65.8 µM), for inactives: at the highest dose activity change, negative = inhibition, usual class: inhibitors. hit rate 0.35% among 350,000;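 further: potency means the concentration at half of the fitted maximal effect; plate controls were vehicle for no effect and reference inhibitor for full effect; nearly all actives have a fitted effect of over 55% in size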
# Target sequence (P27695 whole entry, looked up): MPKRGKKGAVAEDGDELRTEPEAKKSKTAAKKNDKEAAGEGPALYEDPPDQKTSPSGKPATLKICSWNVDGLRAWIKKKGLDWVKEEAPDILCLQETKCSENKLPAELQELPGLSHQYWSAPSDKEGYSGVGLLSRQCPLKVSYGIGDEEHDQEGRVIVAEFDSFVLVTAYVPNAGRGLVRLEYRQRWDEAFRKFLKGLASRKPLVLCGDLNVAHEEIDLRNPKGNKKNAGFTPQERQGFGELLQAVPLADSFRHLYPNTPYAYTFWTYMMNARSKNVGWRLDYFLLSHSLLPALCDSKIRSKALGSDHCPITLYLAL
#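 0.75 nM APE1 + cpd, 15 min RT; start w/ 50 nM TAMRA/BHQ-2 THF-abasic dsDNA; kinetic fluor 525/598 nm ×3 reads @60 s; Δ(read3−read1); normalized to DMSO and NSC13755 control wells.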
# * = called active by the depositor; ? = inconclusive; nt = not tested or not shown; & = joins results of further samples; [ ] = dose if it differs, or a comment. Unless noted, the call rests on the fitted dose curve; in most records, active means well fitted curve in the direction sought with a large enough effect; inconclusive means small, poorly fitted or top-dose-only effect, or another doubt; inactive means no such curve, though single readings can be large; an effect the other way counts as inactive or inconclusive.
Molecule | Pol eta inh | Anesthetic bind | POLK inh | Pol beta inh | ERG Ets-DNA blk | 12-LOX inh | RGS4 inh | LDHA inh | APE1 inh
CC(=O)c1cc2ccc(O)cc2oc1=O | -6% | 615%[activator] | -11% | -10% | -10% | -1% | 34% | -9 | 4%
C=CCN1C(=O)CSc2ccc(C(=O)NCc3ccc(F)cc3)cc21 | -12% | -7% | 14% | 1% | -1% | 4% | -10% | -1 | 50%[activator]
CCOC(=O)CC(NC(=O)Cn1nnc(-c2ccccc2F)n1)c1ccccc1Cl (centres undefined) | -14%&-3% | -1%&-3% | 8%&-23% | 22%&2% | -3%&-2% | -3%&-8% | -15%&0% | -3&-12 | 12%
O=C(COC(=O)c1cc([N+](=O)[O-])ccc1N1CCOCC1)Nc1c(Cl)cccc1C(F)(F)F | -28% | -11% | -15% | 13% | -8% | 242%[activator] | -19% | 0 | 22%
COc1ccc(C(=O)NCc2ccc(C(=O)O)o2)cc1 | 14% | -5% | -23% | 35% | -7% | -1% | 18%[56.9 µM] | -1 | 20%
CCN1CCN(c2cc(C)c3cc(NC(=O)c4cnccn4)ccc3n2)CC1 | -17% | -5% | -17% | 7% | 0% | ? | 30% | 2 | -1%
Cc1ccc(-c2cn(CCN)c(-c3ccc(Cl)nc3)n2)cc1 | -12% | nt | -12% | nt | 3% | 7% | 33% | -4 | -12%
CC(=O)Nc1cccc(NC(C)=O)n1 | 11% | 2%&31% | -12% | 7%&63% | -2% | -8% | 15% | -5 | 4%&-2%
Brc1ccc(CSc2ncnc3nc[nH]c23)cc1 | -22% | -16% | -14% | -1% | 11% | 6% | 18% | -11 | 1%
N#CC1=C(N)OC2=C(CCc3ccccc32)C1c1ccccc1 (centres undefined) | -16% | -5% | -5% | -5% | 1% | -26% | 3% | 1 | 0%
CC(C)(C)c1ccc(C(=O)c2c[nH]c(C(=O)NCc3cccnc3)c2)cc1 | -10% | ? | 5% | 0% | 0% | 1% | -12% | -8 | -5%
CC(OC(=O)C1CC1C)C(=O)Nc1ncc(Cl)cc1Cl (centres undefined) | -19% | nt | -2% | nt | 14% | -1% | 5% | -7 | -6%
C=CCc1c(C)nc2cc(-c3ccc(C)cc3)[nH]n2c1=O | 0% | 8% | -15% | -3% | 2% | 8% | 13% | -12 | 30%
Cc1ccc2nc3[nH]c(=O)[nH]c(=O)c3c(N)c2c1 | -28% | nt | 11% | nt | 3% | ? | -51% | -6 | nt
Nn1c(SCc2c(F)cccc2F)nnc1-c1ccccn1 | -8% | -20% | -14% | 3% | -3% | 216%[activator] | -5% | -7 | -2%
CCc1nc2ccc(C(=O)N(C)CC(=O)Nc3cccc(F)c3)cc2nc1CC | -3% | nt | -7% | nt | 11% | -11% | -14% | 1 | -9%
Cc1ccc(CNC(=O)CSc2c3c(nc4cc(Cl)ccc24)CCCC3)o1 | -15% | -23% | 1% | 9% | 14% | ? | ? | 3 | 10%
O=C(COC(=O)c1ccc(F)c(S(=O)(=O)N2CCOCC2)c1)NCc1ccc2c(c1)OCO2 | -9% | nt | 9% | nt | -1% | -8% | -18% | -1 | 6%
Cc1cccc2sc(N(CCCN(C)C)C(=O)CCc3ccccc3)nc12 | -19% | 5% | -1% | -1% | 2% | ? | -5% | 2 | 9%
Cc1ccc(S(=O)(=O)Cc2nnnn2-c2ccccc2)cc1 | -14% | -10% | 3% | -13% | -4% | -9% | -13% | 0 | 2%
Cc1nc(SCC(=O)N(C)Cc2ccco2)c2c(C)c(C)sc2n1 | 10% | ? | -19% | 7% | 3% | 0% | -42%[56.9 µM] | 6 | -2%
CCOc1ccc(NC(=O)CN(C)CC(=O)Nc2cc(Cl)ccc2C#N)cc1OCC | -7% | -12% | -12% | 11% | -7% | -6% | 3% | -5 | -1%
COc1cc(CNC(=O)c2cc(-c3ccccc3)n[nH]2)cc(OC)c1OC | -17% | 2% | 1% | -2% | 1% | 1% | -28% | 6 | nt
CCC(=O)Nc1nnc(-c2ccncc2)s1 | -12% | -8% | -4% | 0% | -9% | 17% | 8% | 0 | 5%
Cc1ccc(S(=O)(=O)N2CCCCC2C(=O)N(C)c2ccccc2)cc1 (centres undefined) | -9% | -17% | -18% | -21% | -12% | 61%[activator] | -5% | -3 | 27%
O=C(CCNC(=O)c1ccccc1Cl)NCC(c1ccco1)N1CCCC1 (centres undefined) | -15% | nt | 0% | nt | -5% | 3% | -31% | -1 | 34%
CC1CC(C)CN(S(=O)(=O)c2cccc(C(=O)OCCN3CCCC3=O)c2)C1 (centres undefined) | -15% | -19% | -10% | 18% | 0% | 0% | -1% | -2 | 7%
CN(C(=O)CCc1nc2ccccc2c(=O)[nH]1)C1CCS(=O)(=O)C1 (centres undefined) | 7% | nt | -6% | nt | 2% | 1% | -27% | -13 | -2%
CN(C)C(=O)C#Cc1ccccc1 | -7% | -3% | 2% | 11% | -6% | 19% | -21% | -5 | 1%
COc1cccc(C(=O)Oc2ccc(/C=N/NC(=O)c3ccncc3)cc2OC)c1 | -7% | -11% | -4% | 64% | 14% | -1% | -10% | -2 | -4%
Cc1ccc(C(=O)NCC(=O)NCC(=O)OCC(=O)c2ccc([N+](=O)[O-])cc2)cc1 | -10% | -7% | -10% | 0% | 0% | -18% | -38% | 17 | 0%
Nc1ccc(C2CCCc3nonc32)c2nonc12 (centres undefined) | -15% | 18µM* | -9% | -20% | -1% | ? | -27% | 3 | 1%
COc1ccc(-c2cc3nc(C)c(CCC(=O)N4CCN(c5cccc(Cl)c5)CC4)c(C)n3n2)c(OC)c1 | -11% | 7% | -3% | 28% | ? | -24% | 11% | -7 | nt
Cc1cc2c(cc1C)CSC(c1ccccc1OC(=O)C(C)(C)C)SC2 | -23% | 55%[activator] | -17% | 1% | -4% | -7% | 10%[11.4 µM] | 1 | 5%
OC(CNCC1CCCO1)Cn1c2ccc(Br)cc2c2cc(Br)ccc21 (centres undefined) | -13% | -5% | -4% | -8% | -2% | ? | -42% | 1 | -6%
Cc1nc2ccccc2n1CC(O)COC1CCCCC1 (centres undefined) | -2% | -2% | -5% | 9% | -20% | 4% | 6% | -2 | 3%
O=C(CSc1nnc2ccccn12)N1CCc2ccccc2C1 | -5% | -5% | -5% | 6% | -8% | -1% | -4% | -3 | -2%
CC1=NC(C#N)=C(C#N)NC(C)(C)C1 | -12% | -4% | -5% | 6% | 15% | 5% | -20% | -2 | -4%
COc1cnc(-c2ccccc2)c(-c2ccccc2)n1 | -8% | nt | -8% | nt | -5% | ? | 24% | -1 | nt
CCCSc1ccc([C@H]2N[C@@](Cc3ccccc3)(C(=O)OC)[C@H]3C(=O)N(CC)C(=O)[C@@H]23)cc1 | -16% | nt | -16% | nt | -2% | 2% | 25% | -3 | -1%
COc1cc(NC(=O)c2cccs2)c(OC)cc1NC(=O)CCC(=O)Nc1ccc2ncccc2c1 | ? | 135%[activator] | -32% | ? | -3% | -7% | ? | -12 | 2%
CC(C(=O)NCCN1CCOCC1)c1ccc([N+](=O)[O-])cc1 (centres undefined) | -13% | -12% | -14% | 1% | -4% | -17% | -2%[11.4 µM] | -3 | 4%
CC(OC(=O)/C=C/c1ccco1)C(=O)NC1CCCCC1C (centres undefined) | -14% | nt | -9% | nt | -10% | -2% | 12% | -2 | 31%
Cc1ccc(NC(=O)c2cnc(SCC(=O)NCC3CCCO3)n(C)c2=O)cc1C (centres undefined) | 1% | nt | -14% | nt | -6% | 10% | 2% | -6 | 2%
Cc1ccc(S(=O)(=O)NCC(=O)N2CCC(C)CC2)cc1 | -1% | -3% | -4% | -3% | 9% | ? | ? | -12 | 0%
COc1ccc(-c2csc(N(CC3CCCO3)C(=O)c3ccc(C)cc3)n2)cc1 (centres undefined) | -13% | -3% | 2% | -13% | -14% | -13% | -16% | 0 | 1%
C(=NN=C1c2ccccc2-c2ccccc21)c1ccc2c(c1)OCO2 | -22% | nt | -11% | nt | -2% | -4% | -5% | -10 | nt
Cc1nc(N/C(N)=N/S(=O)(=O)c2ccc([N+](=O)[O-])cc2)nc2ccccc12 | -11% | -1% | -7% | 7% | 3% | 3% | 2% | -9 | -1%
CCOC(=O)C(=O)NN=C(c1ccccc1)c1ccccc1 | -21% | -11% | 5% | 2% | -10% | ? | 8% | -2 | 1%
CCOC(=O)c1c(NC(=O)Cn2c(C)nc3ccccc32)sc2c1CCC2 | 6% | -12% | -4% | -4% | -3% | 0% | -2% | -2 | -4%

# (cont.)
Molecule | Pol eta inh | Anesthetic bind | POLK inh | Pol beta inh | ERG Ets-DNA blk | 12-LOX inh | RGS4 inh | LDHA inh | APE1 inh
COc1ccc(OCc2cccc(C(=O)Nc3cc(C)on3)c2)cc1 | -11% | -20% | -2% | -5% | -2% | 0% | -13% | -1 | 4%
CCN(CC)CCN(Cc1cc2cc3c(cc2[nH]c1=O)OCCO3)C(=S)NC | -4% | 2% | -7% | 45% | -12% | 0% | 36% | 1 | -2%
O=C(O)COc1ccc(S(=O)(=O)N2CCCC2)cc1 | 2% | -13% | 1% | 25% | -7% | -2% | 5% | -2 | 11%
COC1C/C(=N\O)C2OC(c3ccccc3)OCC2O1 (centres undefined) | -12% | 1% | -1% | 37% | 1% | -24% | -27% | 2 | -3%
O=C(COC(=O)c1c2ccccc2cc2ccccc12)Nc1ncc(C(F)(F)F)cc1Cl | -20% | -1% | -7% | ? | -6% | -46% | 12% | -3 | ?

# These rows are one share of the data. The share of hits here may be higher or lower than overall.
